High-throughput results as filed in PubChem.
Mdm2-MdmX inh = human Mdm2/MdmX binding inhibition | O15151+Q00987 | SaOS-2 split-luciferase Mdm2/MdmX complementation, luminescence | inhibition, % at 8 µM | hit rate 3% among 330,000;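 active = inhibition of at least 50% at 8 µM in the primary screen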
Target sequence (O15151 whole entry, looked up): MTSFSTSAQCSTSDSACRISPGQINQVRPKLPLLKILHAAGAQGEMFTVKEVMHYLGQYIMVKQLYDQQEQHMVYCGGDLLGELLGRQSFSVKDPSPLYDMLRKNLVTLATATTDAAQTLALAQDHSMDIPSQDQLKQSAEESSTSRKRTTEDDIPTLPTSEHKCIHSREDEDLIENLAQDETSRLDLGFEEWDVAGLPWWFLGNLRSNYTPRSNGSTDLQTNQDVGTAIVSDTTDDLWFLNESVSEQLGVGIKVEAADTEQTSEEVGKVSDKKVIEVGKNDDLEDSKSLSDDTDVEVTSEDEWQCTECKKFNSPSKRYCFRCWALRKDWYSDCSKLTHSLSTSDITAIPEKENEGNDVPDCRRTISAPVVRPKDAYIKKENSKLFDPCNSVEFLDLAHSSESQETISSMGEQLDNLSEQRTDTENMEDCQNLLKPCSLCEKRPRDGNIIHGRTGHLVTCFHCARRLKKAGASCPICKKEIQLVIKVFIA
Target sequence (Q00987 whole entry, looked up): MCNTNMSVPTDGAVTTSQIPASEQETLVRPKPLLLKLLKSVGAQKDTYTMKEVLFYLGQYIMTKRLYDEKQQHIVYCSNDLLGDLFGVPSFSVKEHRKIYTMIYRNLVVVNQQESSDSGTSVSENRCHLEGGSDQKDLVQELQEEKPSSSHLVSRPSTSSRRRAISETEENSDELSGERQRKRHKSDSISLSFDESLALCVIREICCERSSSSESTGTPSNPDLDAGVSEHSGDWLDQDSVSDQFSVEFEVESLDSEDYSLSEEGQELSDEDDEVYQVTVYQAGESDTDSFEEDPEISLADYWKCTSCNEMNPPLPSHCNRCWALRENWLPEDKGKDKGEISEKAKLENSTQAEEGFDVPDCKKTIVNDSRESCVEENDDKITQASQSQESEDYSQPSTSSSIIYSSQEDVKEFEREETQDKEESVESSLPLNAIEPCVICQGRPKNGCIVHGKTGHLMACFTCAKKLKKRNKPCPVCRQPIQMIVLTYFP
CHOP UPR activ = activators of apoptotic arm of unfolded protein response (CHOP). activation, % at 10 µM. CHO-CHOP luciferase reporter, UPR activation, luminescence; percent of tunicamycin response over DMSO baseline. AID 449763. hit rate 0.34% among 330,000;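 active = at 10 µM dose, activation of 40% or more, normalized to positive control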;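 note: 100% = tunicamycin at 10 µg/mL and 0% = DMSO alone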
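Assay system: CHO-CHOP cells, stable luciferase reporter of PERK-eIF2a-CHOP signalling / Buffer or medium: F12 plus 10% serum / Compound dosing: one dose, 10 µM in 0.5% DMSO / Times: 6 h compound treatment, 37 °C / Technique: luciferase luminescence / Read-out: % reporter activation, DMSO baseline versus tunicamycin full activation / Benchmarks: tunicamycin and DMSO controls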
XBP1 UPR activ = activators of adaptive arm of unfolded protein response (XBP1); CHO-XBP1 luciferase reporter, IRE1-XBP1 UPR activation, luminescence; percent of tunicamycin response, DMSO as zero; activation, % at 20 µM; hit rate 0.33% among 330,000; AID 463104;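 active = versus positive control, 20 µM dose yields 30% or more activation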;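 note: 100% = tunicamycin at 10 µg/mL and 0% = DMSO only wells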
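Assay system: CHO-XBP1 luciferase reporter cells; Schedule: 6 h treatment, 37 °C; Detection: glow luminescence from Steady-Glo reagent; Benchmarks: high control tunicamycin 10 µg/mL final, low control DMSO vehicle only.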
tim23-1 inh = tim23-1 yeast growth inhibition. S. cerevisiae tim23-1 growth, BacTiter-Glo luminescence, 24 h. inhibition, % at 20 µM. hit rate 1.3% among 330,000;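 active = growth inhibition of the mutant yeast at or above 50%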;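 note: temperature-sensitive mutant grown at 25 °C; plate controls were DMSO-treated mutant yeast for no effect and medium wells lacking yeast for full effect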
TIM10 inh = TIM10 yeast growth inhibition. S. cerevisiae TIM10 strain growth, BacTiter-Glo luminescence, 24 h. inhibition, % at 10 µM. hit rate 1.4% among 330,000;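 active = inhibition of 40% or more at the single tested concentration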;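 note: wild-type TIM10 isogenic control strain grown at permissive 25 °C; 0% = DMSO yeast wells and 100% = minimal medium wells without yeast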
697 NFkB inh = lowers PMA/ionomycin-induced NF-kB signal in 697 B cells. hit rate 0.33% among 330,000. AID 435022. 697 B-cell NF-kB luciferase reporter, 16 h. inhibition, % at 4 µM; in the data active = inhibition above about 35%
Jurkat NFkB inh = inhibitors of the PMA/ionomycin-induced NF-kB reporter in Jurkat cells; AID 435003; hit rate 0.53% among 330,000; PMA/ionomycin-induced NF-kB luciferase reporter, luminescence; inhibition, % at 4 µM; in the data active = inhibition above about 50%
tim10-1 inh = inhibits growth of tim10-1 mutant yeast; S. cerevisiae tim10-1 ts strain growth, BacTiter-Glo, 24 h; inhibition, % at 20 µM; hit rate 2.2% among 330,000; AID 463190;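 active = inhibition of at least 40%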;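 note: mutant grown at 25 °C; 0% = DMSO wells with yeast and 100% = wells holding no yeast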
The depositor's hits bear a star.

SMILES | Mdm2-MdmX inh | CHOP UPR activ | XBP1 UPR activ | tim23-1 inh | TIM10 inh | 697 NFkB inh | Jurkat NFkB inh | tim10-1 inh
COC/C=C/C1=CC2=CC(=O)C(C)(OC(=O)c3cnc4ccccc4n3)C(=O)C2=CN1C1CC1 (stereo not drawn) | 4 | -0.4 | 0 | -8 | -6 | 2 | -3 | 0
O=C(c1ccc2c3c(cccc13)C(=O)N(O)C2=O)N1CCCCC1 | 7 | -5.5 | 4 | 6 | -5 | 5 | -14 | 5
COC(=O)C(O)(CC(=O)Nc1ccc(OC(F)(F)F)cc1)C(F)(F)F (stereo not drawn) | 8 | 1.4 | 0 | 9 | 9 | -1 | 15 | 0
COc1ccc(S(=O)(=O)N(C)C[C@H]2Oc3ccc(NC(=O)Nc4ccc5c(c4)OCO5)cc3CC(=O)N([C@@H](C)CO)C[C@@H]2C)cc1 | -4 | 2.4 | -2 | 1 | -1 | 11 | -4 | 1
COCCCN1CN(Cc2ccco2)CNC1=S | -1 | 0.1 | -1 | -9 | -1 | 7 | 16 | -4
COc1ccc(NC(=O)CNC(=O)Cn2c(C)cc3ccccc3c2=O)c(OC)c1 | 5 | -0.8 | -4 | -29 | -44 | 22 | -8 | 13
O=C(Nc1ccccc1)c1ccc(F)cc1F | -19 | 0.9 | 4 | 14 | 12 | -18 | -29 | 2
Cc1ccc(S(=O)(=O)Oc2cccc(N3C(=O)C4CC=CCC4C3=O)c2)cc1 (stereo not drawn) | -11 | 0.1 | -1 | -12 | 5 | 12 | -1 | 16
CCCCN(CC)S(=O)(=O)c1ccc(C(=O)N=c2sc3cc(NC(C)=O)ccc3n2C)cc1 | -4 | 23 | 137* | -2 | -5 | -18 | 4 | 12
CC(C)CN(CCNC(=O)CN1C(=O)CSc2ccc(S(=O)(=O)N3CCOCC3)cc21)CC(C)C | -5 | -0.4 | 2 | 12 | 15 | 2 | -2 | 11
COCCSc1ccccc1C(=O)Nc1cc(C)cc(C)c1 | 22 | 0.6 | -5 | 18 | 16 | -1 | 7 | 15
Cc1ccc(-c2ccc(=O)n(CC(=O)NCc3ccco3)n2)cc1 | -26 | 0.7 | 0 | 15 | 24 | 21 | 10 | -2
Cc1cccc(-c2nc(=S)c3c(n2Cc2ccco2)CCCC3)c1 | 17 | -0.4 | -1 | 10 | 20 | 1 | 4 | 28
O=C1N[C@@H](c2ccccc2)COC(=O)[C@H](Cc2ccc(F)cc2)C/C=C\C[C@@H]1CC(=O)N(CCO)Cc1ccccc1 | 10 | 0.9 | -1 | 5 | 4 | -12 | -14 | 1
O=C(NCc1ccccc1)N(Cc1nc2ccccc2c(=O)[nH]1)C1CCCC1 | -37 | -1.7 | 0 | 16 | 4 | -32 | -10 | 14
CCc1ccccc1NC(=O)CSc1nnc(Cn2cnc3ccccc32)o1 | 18 | 0.3 | 1 | 1 | -1 | 24 | 4 | -4
NC(=S)Nc1nc2ccccc2s1 | -15 | 1.2 | 5 | 31 | 8 | -26 | -26 | 23
CCc1onc(C)c1C(=O)O | -9 | 0.7 | 1 | -11 | 14 | 14 | 15 | -2
COc1cc(/C=N/n2c(C3CCCCC3)n[nH]c2=S)ccc1O | 11 | -1.8 | 0 | 8 | 20 | -8 | 13 | 27
CCN(CC)C(=O)C(Sc1nnnn1-c1ccc(O)cc1)c1ccccc1 (stereo not drawn) | 7 | 2.9 | -2 | 16 | 16 | 0 | 6 | -10
CCOc1[nH]n(-c2ccccc2)c(=O)c1C=Nc1ccc(C(=O)OC)cc1 | 2 | 0.8 | -2 | -21 | -8 | -44 | -9 | -23
O=C(CSc1nncs1)Nc1ccc2[nH]c(=O)[nH]c2c1 | 5 | -0.4 | 0 | 5 | 6 | 16 | 4 | 0
Cc1ccc(S(=O)(=O)NCC(=O)OC2CCOC2=O)cc1 (stereo not drawn) | 15 | -4.0 | -1 | 15 | -1 | 11 | -22 | 0
Cc1cc(C)n(CCC(=O)N/N=C/c2ccc(Cl)c([N+](=O)[O-])c2)n1 | 8 | 0.8 | 3 | 0 | -10 | 0 | -9 | -12
C#CCOCCOCCOCCNc1nc(N2CCN(C(=O)C([C@@H](C)CC)n3cc(C(N)COC(=O)C(F)(F)F)nn3)CC2)nc(N2CCN(C(=O)[C@H](CCCCN)n3cc(C(N)CC(C)C)nn3)CC2)n1 (stereo partly drawn) | 5 | -0.4 | 0 | 23 | 6 | 0 | 6 | 10
O=C1CSC(c2ccc(F)cc2)N1c1nc2ccccc2s1 (stereo not drawn) | 5 | 5.0 | 1 | 15 | -10 | -13 | -1 | -2
CC(C)CN(C(=O)COC(=O)CCCc1c[nH]c2ccccc12)c1c(N)n(Cc2ccccc2)c(=O)[nH]c1=O | -10 | 1.1 | -3 | -8 | 4 | -17 | 7 | -10
COc1ccc(C(=O)NCC(=O)OCC(=O)Nc2cccc(S(=O)(=O)N3CCCC3)c2)cc1 | 22 | 0.1 | -3 | -3 | 1 | 12 | 3 | 6
CC1=C(C(=O)OC2CCCCCC2)C(c2ccc(C)o2)C2=C(CCCC2=O)N1 (stereo not drawn) | 14 | 0.1 | 3 | 19 | 12 | -1 | -1 | 8
CCC1CCc2sc(C(=O)NCC(c3ccc(OC)cc3)N3CCOCC3)cc2C1 (stereo not drawn) | 23 | -0.2 | -2 | 43 | 36 | -8 | 7 | 37
COc1ccc(C(=O)OCC(=O)N2CCOCC2)cc1S(=O)(=O)N1CCOCC1 | -25 | 1.4 | -2 | 2 | -1 | 13 | -3 | -10
COc1ccccc1NC(=O)COC(=O)c1oc2ccccc2c1C | -5 | 0.1 | -2 | 8 | 6 | -7 | 15 | 14
COc1ccc(NC(=O)c2cccs2)cc1C(=O)N1CCN(c2ccccc2)CC1 | 35 | -2.5 | -6 | 27 | 19 | -21 | 52* | 24
Cc1ccc(NC(=S)NNC(=O)c2ccco2)cc1 | -1 | 3.6 | 0 | 3 | -3 | -24 | -31 | 7
Cc1ccc(CNC(=O)c2ccc(COc3ccccc3)cc2)cc1 | -34 | 2.3 | 1 | 5 | 3 | 12 | -7 | 5
CCCCNC(=O)NC12CC3CC(CC(C3)C1)C2 | 7 | -1.5 | -1 | 18 | 23 | 4 | -19 | 8
CCCC(=O)c1cc2c(cc1NC(=O)c1ccccc1F)OCCO2 | 25 | -1.1 | 0 | -6 | 19 | -10 | -5 | 4
CCN(CC)CCC(O)(c1ccccc1)C1CCCCC1 (stereo not drawn) | 0 | 3.1 | -2 | 3 | -1 | 1 | 14 | 6
Cn1cc(C=C2C(=O)OC3(CCCCC3)OC2=O)c2ccccc21 | 22 | 0.7 | 2 | 50 | 27 | 13 | -15 | 20
COc1ccc(-c2cc3cc(OC)c(OC)cc3c(C)n2)cc1 | -22 | 1.8 | 2 | 5 | 12 | -16 | -19 | -1

Entries above printed as active in Jurkat NFkB inh.
structure	Mdm2-MdmX inh	XBP1 UPR activ	697 NFkB inh	Jurkat NFkB inh	tim10-1 inh
COc1ccc(NC(=O)c2cccs2)cc1C(=O)N1CCN(c2ccccc2)CC1	35	-6	-21	52*	24

Not a retest: 4 of the compounds above.
SMILES | Mdm2-MdmX inh | CHOP UPR activ | XBP1 UPR activ | tim23-1 inh | TIM10 inh | 697 NFkB inh | Jurkat NFkB inh | tim10-1 inh
CCOc1[nH]n(-c2ccccc2)c(=O)c1C=Nc1ccc(C(=O)OC)cc1 | 2 | 0.8 | -2 | -21 | -8 | -44 | -9 | -23
O=C(CSc1nncs1)Nc1ccc2[nH]c(=O)[nH]c2c1 | 5 | -0.4 | 0 | 5 | 6 | 16 | 4 | 0
Cc1ccc(S(=O)(=O)NCC(=O)OC2CCOC2=O)cc1 (stereo not drawn) | 15 | -4.0 | -1 | 15 | -1 | 11 | -22 | 0
Cc1cc(C)n(CCC(=O)N/N=C/c2ccc(Cl)c([N+](=O)[O-])c2)n1 | 8 | 0.8 | 3 | 0 | -10 | 0 | -9 | -12

The results go on:
SMILES | Mdm2-MdmX inh | CHOP UPR activ | XBP1 UPR activ | tim23-1 inh | TIM10 inh | 697 NFkB inh | Jurkat NFkB inh | tim10-1 inh
Cc1cc(C)cc(N2C(=O)C3C4C=CC(C4)C3C2=O)c1 (stereo not drawn) | 20 | 1.0 | -2 | 9 | -1 | -1 | -11 | 5
O=C(COc1ccc2ccccc2c1)N[C@@H](C(=O)O)c1ccc(O)cc1 | -22 | 0.0 | -1 | 12 | -15 | -10 | -16 | 12
O=C(COC(=O)/C=C/c1ccc(Cl)cc1)NCCC1=CCCCC1 | 13 | 2.5 | -2 | 10 | 7 | -13 | 18 | 18
Cc1ccc(S(=O)(=O)Nc2ccccc2C(=O)Nc2sccc2C(=O)NN(C)C)cc1 | 6 | 0.7 | -2 | 19 | 8 | 1 | 3 | 17
O=C(OCCOc1ccccc1)c1cc(S(=O)(=O)N2CCOCC2)ccc1Cl | 16 | 0.8 | 0 | -2 | 3 | 10 | -2 | 7
O=C(NCc1ccc2c(c1)OCO2)c1ccc2snnc2c1 | 9 | -1.8 | -2 | -12 | -49 | 26 | 5 | 2
Cc1cc(NC(=O)c2cnn3c(C(F)(F)F)cc(-c4ccc(Br)cc4)nc23)no1 | 10 | 6.5 | 2 | -19 | -10 | 9 | -11 | -1
Cc1ccc(C)c(Cn2nnc(C(=O)Nc3ccc4c(c3)OCCO4)c2N)c1 | -9 | 5.3 | 0 | 23 | -6 | -63 | -32 | -4
Cc1cc(NS(=O)(=O)c2ccc(NC(=O)CSc3nc4ncc(Cl)cc4[nH]3)cc2)nc(C)n1 | 13 | 0.0 | -1 | -1 | -12 | -4 | 7 | 5
CC(=O)Nc1ccc(NC(=O)CSc2nc(C)nc3sc(C)c(C)c23)cc1 | 8 | 0.0 | 1 | -22 | 9 | 0 | 7 | -11
CSc1ccc(Cl)c(C(=O)N2CCN(c3ncccn3)CC2)c1 | 0 | -1.3 | 1 | 17 | 0 | 26 | 1 | 21
CC1Cc2ccccc2N1CC(=O)Nc1ccc2c(c1)OC(F)(F)O2 (stereo not drawn) | 13 | -0.7 | -1 | 26 | 7 | -2 | 9 | 21
Cn1c(SCC(=O)Nc2cccc3ccccc23)nc(O)cc1=O | -26 | 0.0 | -1 | 3 | -3 | -4 | 2 | 9
Cc1cc(NC(=O)c2cccc3ccccc23)cc(C)c1OCC(=O)N1CCOCC1 | 10 | -0.8 | -4 | 16 | -5 | 24 | -3 | 9
Cc1ccc(S(=O)(=O)N2CCCCC2)cc1NC(=O)c1cc2ccccc2o1 | 27 | 0.3 | -3 | 41 | 31 | 11 | -17 | 21
COC(=O)c1sc(NC(=O)c2ccncc2)nc1C | 13 | -0.1 | -2 | 22 | 13 | -15 | -15 | 8
O=C(Nc1ccc(C(=O)NN2C(=O)c3ccccc3C2=O)cc1)c1ccccc1 | 30 | 0.3 | 0 | 2 | 9 | 9 | 5 | -3
COC(=O)[C@@]1(Cc2ccc(F)cc2)[C@H]2c3cc(C(=O)N(C)C)n(CCc4ccccn4)c3C[C@H]2CN1C(=O)c1ccccc1 | -39 | 0.9 | 0 | 9 | 0 | 8 | -1 | 11
Cc1cc(C)c(C#N)c(SCc2cn3ccccc3n2)n1 | 16 | 1.9 | 3 | 28 | 7 | -36 | -105 | 13
CSCC[C@H](NC(=O)CCNC(C)=O)c1nc2ccccc2[nH]1 | -19 | -1.4 | -1 | 21 | 1 | 1 | -8 | 12
OCC1(Cc2cccc(C(F)(F)F)c2)CCN(Cc2cc(F)cc(F)c2)CC1 | 18 | -0.3 | 0 | 7 | 19 | -4 | -3 | 5
CCOc1ccccc1CNC(=O)c1ccc2nc(N3CCOCC3)sc2c1 | 9 | 11 | -3 | 19 | -11 | 13 | -1 | 18
COc1cccc(C(C(=O)NC2CCCCC2)N(CCN2CCOCC2)C(=O)C2COc3ccccc3O2)c1 (stereo not drawn) | 23 | 3.5 | 0 | -5 | 9 | 10 | 2 | -4
